Assay outcomes (PubChem BioAssay)
RMI-FANCM inh: blocks RMI1/RMI2 complex binding to FANCM MM2 peptide; 70,000 compounds, 0.58% hits; AID 1159607; FP signal (polarization) at 33 µM; Fluorescence polarization, RMI core complex with F-MM2 peptide; hits give low values; in the data active means FP signal below about 40; further: inactives centre near 61; strong numbers were not always called active; unit not given here
* hit, by the source's call; & = joins results of further samples.

RMI-FANCM inh,mol
61,O=C(Nc1ccc(-n2ccnc2P(=O)(O)c2ccccc2)cc1)c1ccccc1Cl
54,COc1ccc(C2=C([N+](=O)[O-])/C(=C/N3CCCCC3)N=C2)cc1
55,CC(=O)c1cccc(N2C(=O)/C(=C3/C(=O)N(C(C)=O)c4ccccc43)SC2=S)c1
59,O=S(=O)(c1cc(Cl)sc1Cl)n1cccc1
61,O=C(/C=C/c1ccco1)NNC(=O)CCc1ccccc1
151,COc1cccc(-c2ccc(=O)n(Cc3nc(-c4ccc(SC)cc4)no3)n2)c1
77,O=C(CSc1nnc(COc2ccccc2)o1)Nc1ccc(C(F)(F)F)cc1
55,O=C(O)c1cccn(Cc2ccccn2)c1=O
72,CN(c1ccc(F)c(F)c1)S(=O)(=O)c1ccsc1-c1nc(-c2ccc3c(c2)OCO3)no1
66,CC1(C)COc2ccc(NC(=O)c3ccc(C(F)(F)F)cc3)cc2NC1=O
40*,CCN(CC)CCN(C(=O)c1ccc(S(=O)(=O)N(CC)c2ccccc2)cc1)c1nc2cc3c(cc2s1)OCCO3
65,COc1ccc2sc(Nc3cc(C)ccc3C)nc2c1
102,O=C(Nc1nc(-c2cc3ccccc3oc2=O)cs1)c1ccc(Br)cc1
69,O=C(Nc1ccccc1)N1CCN(c2ccc3nnc(C4CC4)n3n2)CC1
64,O=C(O)Cc1csc(NS(=O)(=O)c2ccccc2)n1
59,O=C(Nc1csc(C(F)(F)F)c1-c1ccccc1)c1ccco1
51,N#C[C@@H]1O[C@H](COC(=O)c2ccccc2)[C@@H](OC(=O)c2ccccc2)[C@H]1OC(=O)c1ccccc1
70,COCCNC(=O)C(=O)NCC(c1ccc2c(c1)CCN2C)N(C)C (stereo not given)
58,CN(C)c1ccc(N)cc1C(=O)O
65,Cc1ccc(C)c(N2C(=O)C=CC2=O)c1
56,Cc1c2c(=O)[nH]ncc2c(-c2ccccc2)n1CCSCc1c(F)cccc1Cl
70,COc1ccc(C)cc1NC(=O)N1CCN(c2ccc(-c3ccc4c(c3)OCO4)nn2)CC1
63,CC(C)CC(=O)N[C@H](C(=O)N[C@H](C(=O)N[C@@H](CC(C)C)[C@@H](O)CC(=O)N[C@@H](C)C(=O)N[C@@H](CC(C)C)[C@@H](O)CC(=O)O)C(C)C)C(C)C
59,CN(C)S(=O)(=O)c1ccc(-c2cc(C(F)(F)F)on2)s1
92,COc1ccc(-c2noc(CSc3n[nH]c(=O)c4cc(-c5ccco5)nn34)n2)cc1

4 of these compounds in another layout.
Cc1ccc(C)c(N2C(=O)C=CC2=O)c1
  RMI-FANCM inh: 65
Cc1c2c(=O)[nH]ncc2c(-c2ccccc2)n1CCSCc1c(F)cccc1Cl
  RMI-FANCM inh: 56
COc1ccc(C)cc1NC(=O)N1CCN(c2ccc(-c3ccc4c(c3)OCO4)nn2)CC1
  RMI-FANCM inh: 70
CC(C)CC(=O)N[C@H](C(=O)N[C@H](C(=O)N[C@@H](CC(C)C)[C@@H](O)CC(=O)N[C@@H](C)C(=O)N[C@@H](CC(C)C)[C@@H](O)CC(=O)O)C(C)C)C(C)C
  RMI-FANCM inh: 63

Additional structures:
RMI-FANCM inh,mol
66,Cc1cc(F)ccc1S(=O)(=O)Nc1ccc2c(c1)CN(C(=O)c1ccccc1)CC2
50,CCOC(=O)N1CCN(C(=O)c2cc3cc([N+](=O)[O-])ccc3s2)CC1
57,O=C(c1cc(-c2ccc(F)cc2)on1)N1CCCC1
59,Cc1ccc(NC(=O)NC(=O)N(C(C)C)S(=O)(=O)c2ccc(C)cc2)cc1
55,CC(=O)N/C(=C/c1ccoc1)C(=O)O
74,O=C(NCCNC(=O)c1cccc(C(F)(F)F)c1)c1ccc(NC(=O)C2CC2)cc1
60,Cc1ccc(S(=O)(=O)N=C(NC(=S)N2CCOCC2)c2ccccc2)cc1
65,CCN(C=O)c1c(C(C)(C)C)cc(C(C)(C)C)cc1C(C)(C)C
55,COC(=O)c1cc(=O)n2c(nc3ccccc32)s1
55,NS(=O)(=O)c1ccc(NC(=O)c2ccc3c(c2)OCO3)cc1
68,O=C(NCc1ccsc1)c1c(F)cccc1Cl
67,COc1ccc2nc(N(CC3CCCO3)C(=O)C3CCCN3S(C)(=O)=O)sc2c1 (stereo not given)
73,O=C(COc1ccc2ccccc2c1)NCC1CCN(Cc2ccco2)CC1
59,COc1ccc(OC)c(S(=O)(=O)NCCOc2ccc(F)cc2)c1
60,Cc1cccc(NC(=O)NCC(c2ccc3c(c2)OCO3)N2CCN(C)CC2)c1 (stereo not given)
56&50,O=C(O[C@@H]1Cc2c(O)cc(O)cc2O[C@@H]1c1cc(O)c(O)c(O)c1)c1cc(O)c(O)c(O)c1
58,CC(C)CNC(CC(=O)Nc1cccc([N+](=O)[O-])c1)C(=O)O (stereo not given)
61,Cc1nc2ccc(F)cc2cc1C(=O)O
71,CC(C)C(=O)N1CCc2ccc(NS(=O)(=O)c3ccc(F)c(Cl)c3)cc2C1
69,Nc1ccc2c(c1)CN(S(=O)(=O)c1ccccc1)CC2
67,Cc1ccc(C=Nc2ccc(S(N)(=O)=O)cc2)o1
215,CCOC(=O)c1c(NC(=O)c2ccnn2C)sc2c1CCN(Cc1ccccc1)C2
68,CC(=O)c1sc(NC(=O)c2cccs2)nc1C
60,CCn1c(-c2cc(-c3ccccc3)sc2N)n[nH]c1=S
61,COc1cc(C2SCCS2)cc(Br)c1OC(=O)NC(=O)c1c(F)cccc1F
55,O=[N+]([O-])c1ccc(-c2cn3ccsc3n2)cc1
207,COCCCNC(=O)c1c(N)n(/N=C\c2c[nH]c3ccccc23)c2nc3ccccc3nc12
80,CC(=O)c1cccc(NC(=O)CSc2nc3sc4c(c3c(=O)n2-c2ccccc2)CCC4)c1
58,O=c1cnn([C@@H]2O[C@H](CO)[C@@H](O)[C@H]2O)c(=O)[nH]1
69,Cc1cc(NC(=O)C(=O)NCC2(c3cccs3)CCCC2)no1
77,Cc1ccc(Cl)cc1N1CCN(CC(O)COCC2COc3ccccc3O2)CC1 (stereo not given)
55,Cc1nc(C)c(S(=O)(=O)NCc2nn(-c3ccccc3)nc2C)s1
63,CC(C)NC(=O)c1ccc(-c2ccc(F)cc2)o1
64,Cc1c(C(=O)NCCSCc2cccc(C(F)(F)F)c2)cnn1-c1ccc(F)cc1
56,CCc1ccc(S(=O)(=O)NCCOc2ccc(-c3ccco3)nn2)s1
51,Cc1ccc(NC(=O)C(=O)NCc2ccccn2)c([N+](=O)[O-])c1
60&65,Cc1nnc2ccc(-c3cccc(NS(=O)(=O)c4cccc([N+](=O)[O-])c4)c3)nn12
54,COC(=O)c1sccc1Oc1ccc(Cl)cc1NC(=O)Nc1ccc(Cl)cc1
53,COc1ccc(Cl)c2sc(NC(=O)c3ccccc3NS(=O)(=O)c3ccc(C)cc3)nc12
54,Cc1sc(-c2c(F)cccc2F)nc1O
49,c1ccc(Cn2c3ccccc3c3ccccc32)cc1
51,CSc1cccc(C(=O)Nc2ccc(N=Nc3ccccc3)cc2)c1
84,O=C(Nc1ccc2c(c1)N(C(=O)c1cccs1)CC2)c1cccc(C(F)(F)F)c1
71,O=c1[nH]c(=S)[nH]c2c1cnn2-c1ccc(Cl)cc1
78,COc1ccccc1C(=O)Nc1nc(-c2ccccc2)ns1
64,O=C(Nc1ccccc1)Nc1nc(CCC(=O)N2CCCC2)cs1
127,COc1ccc(NC(=O)Cn2cccc(-c3nc(-c4ccc(Cl)cc4)no3)c2=O)c(OC)c1
274,COCCCN1C(=O)/C(=C/c2ccc(O)cc2O)SC1=NS(=O)(=O)c1ccccc1
72,C=CCn1c(SCC(=O)c2ccc3c(c2)OCO3)nc2sc(C)c(C)c2c1=O
65,O=C(NCCn1ncccc1=O)c1cccs1

Next structures:
RMI-FANCM inh,mol
67,COC(=O)c1ccc2c(=O)n(Cc3ccc(C(=O)NCc4ccc(C)o4)cc3)c(=S)[nH]c2c1
67,CN1CCN(C(CNC(=O)C(=O)Nc2ccc(N(C)C)cc2)c2ccc(F)cc2)CC1 (stereo not given)
66,Cc1ccccc1NC(=O)Cn1nc(C2CC2)c2cnn(-c3ccccc3C)c2c1=O
109,COc1ccc(Nc2nc(Nc3cccc(F)c3)nc(N3CCOCC3)n2)cc1
62,O=C(NCCn1ncccc1=O)Nc1cccc(Cl)c1
64,COc1ccc2nc(NCCN3CCOCC3)sc2c1
65,O=C(c1ccccc1)N1CCc2ccc(NS(=O)(=O)c3ccc(F)cc3)cc2C1
73,COc1cccc(-c2ccc(=O)n(CCCC(=O)NC3CCCC3)n2)c1
79,COc1c(C)cc(S(=O)(=O)NCC(c2ccsc2)N2CCc3ccccc3C2)cc1C (stereo not given)
61,CCOC(=O)c1c(C)[nH]c(NC(=O)NNC(=O)c2ccccc2Cl)c1C
60,O=c1ncc(Oc2ccc(Cl)cc2Cl)c[nH]1
54&58,Cc1ccc(S(=O)(=O)CC#N)cc1
67,Cc1cccc(-n2ncc3c(=O)n4c(nc32)SCC4CC(=O)O)c1 (stereo not given)
66,O=C(NCCn1ncc2c(N3CCCC3)ncnc21)C1CC1
43,CC(=O)Nc1ccc(N2C(=O)c3cccc4c([N+](=O)[O-])ccc(c34)C2=O)cc1
97,CC(C)NC(=O)CCCCn1c(=O)c2ccccc2n(CC(=O)Nc2ccc(C(C)C)cc2)c1=O
54,Cc1cc(NC(=O)c2ccc3nonc3c2)on1
53,O=S(=O)(c1ccccc1)N(Cc1cccnc1)c1ncc(C(F)(F)F)cc1Cl
61,CN(C)CCCN=C(NO)c1ccc(Cl)cc1Cl
53,Cc1cc(C)n(-c2cccc(Cl)c2C#N)n1
62,CNC(=O)N/N=C\c1c(-c2c(Cl)cccc2Cl)noc1C
60,CCCCn1c(=O)cc(N2CCOCC2)[nH]c1=O
65,CCOC(=O)c1sc(NC(=O)c2ccc(Cl)s2)cc1C
62,CCOC(=O)CSc1nnc(C)c2cnn(-c3ccccc3)c12
53,N/C(=N\OC(=O)Nc1ccc(Cl)cc1)c1csc([N+](=O)[O-])c1

Four structures from above, sorted by formula weight, low to high:
RMI-FANCM inh,mol
62,CNC(=O)N/N=C\c1c(-c2c(Cl)cccc2Cl)noc1C
73,COc1cccc(-c2ccc(=O)n(CCCC(=O)NC3CCCC3)n2)c1
61,CCOC(=O)c1c(C)[nH]c(NC(=O)NNC(=O)c2ccccc2Cl)c1C
53,O=S(=O)(c1ccccc1)N(Cc1cccnc1)c1ncc(C(F)(F)F)cc1Cl

Compounds above containing an aryl thioether with sulfur outside any ring:
RMI-FANCM inh,mol
151,COc1cccc(-c2ccc(=O)n(Cc3nc(-c4ccc(SC)cc4)no3)n2)c1
77,O=C(CSc1nnc(COc2ccccc2)o1)Nc1ccc(C(F)(F)F)cc1
92,COc1ccc(-c2noc(CSc3n[nH]c(=O)c4cc(-c5ccco5)nn34)n2)cc1
80,CC(=O)c1cccc(NC(=O)CSc2nc3sc4c(c3c(=O)n2-c2ccccc2)CCC4)c1
51,CSc1cccc(C(=O)Nc2ccc(N=Nc3ccccc3)cc2)c1
72,C=CCn1c(SCC(=O)c2ccc3c(c2)OCO3)nc2sc(C)c(C)c2c1=O
62,CCOC(=O)CSc1nnc(C)c2cnn(-c3ccccc3)c12

(more compounds)
RMI-FANCM inh,mol
59,Cc1ccc(S(=O)(=O)Nc2cc(C)c(O)cc2C)cc1
78,CCOC(=O)N1CCc2c(sc(NC(=O)CCOc3ccccc3)c2C#N)C1
63,COc1ccc(C(=O)Nc2ccc3c(c2)NC(=O)C(C)(C)CO3)c(OC)c1
69,Cc1c(-c2nc(-c3cccc(Cl)c3)cs2)nnn1-c1cccc(Cl)c1
63,COc1ccc(CCC(=O)Nc2ccc3c(c2)C(=O)NCCO3)cc1
61,COc1ccc(-c2csc3c(=O)n(Cc4ccc(F)cc4)cnc23)cc1OC
51,CC(C)(C)n1nc2c(c1NC(=O)C(=O)NCCCO)CSC2
73,COc1cc(NC(=O)Cn2nc3ccc(SCc4ccc(Cl)cc4)nn3c2=O)cc(OC)c1
58,Cc1csc(NC(=O)CSc2nnc(CNC(=O)c3cccc([N+](=O)[O-])c3C)o2)n1
65,O=C(Nc1ccc2c(c1)C(=O)NCCO2)c1ccc(Br)cc1
61,C=CCn1c(CSc2nc3sc(C)c(C)c3c(=O)[nH]2)nnc1SC/C=C/c1ccccc1
56,CCn1c(C)cc(O)c(C(c2ccc(SC)cc2)N2CCN(CCO)CC2)c1=O (stereo not given)
67,O=C(NCCn1nc(-c2ccc(Cl)cc2)ccc1=O)c1cc2cc(Br)ccc2oc1=O
54,Cc1ccc(Cc2cc(C)n[nH]c2=O)cc1
76,O=C(O)C#Cc1cccc2ccccc12
65,O=C(Nc1nc(CN2CCc3ccccc3C2)cs1)c1ccco1
53,CC(C)(C)NC(=O)NCc1ccco1
53,COc1cccc(C(=O)Nc2ccc(Cl)cc2OC(F)(F)F)c1
55,O=C1c2ccccc2C(=O)N1c1ccc(-n2ccc(C(F)(F)F)n2)cc1
146,COc1cc2nc(N(CCCN(C)C)C(=O)c3ccc(S(=O)(=O)N4CCc5ccccc5C4)cc3)sc2cc1OC
59&62,COc1cc2c(cc1OC)C(COc1ccc3c(C)cc(=O)oc3c1)NCC2 (stereo not given)
66,O=C(CCc1csc(NC(=O)Nc2ccccc2)n1)NCc1ccccc1Cl
67,CC(=O)Nc1ccc(SCC(=O)Nc2ccccc2Cl)nn1
71,CCc1ccccc1NC(=O)C(=O)NCC1CCN(C(C)C)CC1
73,Cc1ccc(Nc2nc(NC3CC(C)(C)NC(C)(C)C3)nc(N3CCOCC3)n2)cc1C
65,COc1ccc(S(=O)(=O)NCC(c2ccsc2)N2CCCCCC2)cc1F (stereo not given)
58,O=C(CSc1nc(CC(=O)NCc2cccs2)cc(=O)[nH]1)NCc1ccco1
54,COc1ccc(CCNC(=O)c2n[nH]c3ccccc23)cc1
59,CCOC(=O)C(Sc1nnc(N)s1)c1ccccc1 (stereo not given)
64,N#Cc1nc(/C=C/c2ccc(Cl)cc2)oc1N1CCN(C(=O)c2ccco2)CC1
67,COc1ccccc1OCC(=O)Nc1ccc2c(c1)CN(C(=O)c1cccs1)CC2
62,N#C/C(=C\Nc1cc(C(F)(F)F)cc(C(F)(F)F)c1)S(=O)(=O)Cc1ccc(Cl)cc1
65,Cc1ccc2c(c1)C(c1ccc(F)cc1)N(C(=O)C1(c3ccc(Cl)cc3)CCCC1)CC(=O)N2 (stereo not given)
53,FC(F)(F)COc1ccc(OCC(F)(F)F)c(-c2n[nH]c(=S)o2)c1
56,OC(COc1ccc2ccccc2c1)CN1CCOCC1 (stereo not given)
67,CC(C)=NNC(N)=NC(=S)Nc1ccccc1

These rows are one share of the data; the hit share may differ from the screen's.
